Source: PubChem BioAssay (several laboratories)
Hsp70 activator: Hsp70 transcriptional activators, primary screen, cell-based, HeLa, Hsp70 promoter luciferase, luminescence, 10 µM. HeLa Hsp70 promoter luciferase reporter; scaled: vehicle 0, proteasome-inhibitor control 100%. activation, % at 10 µM. 200,000 tested, 0.04% active;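 active = activation above the mean across all tested compounds plus 3 SD, cutoff set per campaign, cut at about 5.5% in these data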;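 also: 100% = MG132 at 30 µM as the positive control and 0% = DMSO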
STAT1 inh: STAT1 signaling inhibitors, primary screen, cell-based, HTS, luciferase reporter; NIH 3T3 STAT1-luciferase reporter, IFN-gamma, luminescence; 200,000 tested, 0.35% active; inhibition, % at 5.5 µM;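 active = inhibition above a set limit, the mean inhibition across all tested compounds plus 3 SD, cut at about 34% in these data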;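 also: 0% = IFN-gamma with DMSO and 100% = IFN-gamma with 300 µM nifuroxazide; values of inactives mirror those of a sister screen read the other way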
NF-kB neuron act: activators of NF-kB expression in neurons, primary screen, cell-based, HTS; human neuronal cells, NF-kB reporter expression; hits give high values; fold change at 12.5 µM; 190,000 tested, 1.6% active; AID 1239, 2008; in the data active = fold change above about 3.3
STAT3 inh: IL-6 driven STAT3 reporter inhibitors, primary screen, U3A cells, luciferase, luminescence, MLSCN library. IL-6 STAT3-luciferase reporter; host cell line lacks STAT1. 190,000 tested, 0.89% active. AID 862, 2007. inhibition, % at 5.5 µM;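 active = inhibition above the mean inhibition across all screened compounds plus 3 SD, cut at about 44% in these data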;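 also: 0% = DMSO only wells and 100% = 100 µM nifuroxazide control wells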
STAT1 activator: STAT1 signaling activators, primary screen, cell-based, HTS, luciferase reporter; NIH 3T3 STAT1-luciferase reporter, IFN-gamma, luminescence; 100% = IFN-gamma alone, no compound; activation (% of control), % at 5.5 µM; 200,000 tested, 2.6% active; AID 932, 2007;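 active = activation above the screen-wide mean activation plus 3 SD, cut at about 130% in these data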;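 also: raw ratio to IFN-gamma control signal so 100% means no change and 0% no light; values of inactives mirror those of a sister screen read the other way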
Efa HMGR inh: inhibitors of E. faecalis class II HMGR, primary screen, biochemical, Enterococcus faecalis; purified E. faecalis HMGR, NADPH absorbance 340 nm kinetic; HMG-CoA reductase (Enterococcus faecalis, mvaE); 190,000 tested, 0.41% active; inhibition, % at 10 µM; AID 1066, 2008;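 active = inhibition above a set limit, the median over all tested compounds plus 3 SD, cut at about 9.5% in these data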;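 also: enzyme runs in reverse so mevalonate oxidation gives rising NADPH absorbance; 0% = complete reaction with DMSO and 100% = background rate lacking mevalonate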
DTT redox prof: compounds producing H2O2 with reducing agent – biochemical, NIH compound library profiling, artefact control for MLSCN library redox annotation, primary screen | AID 878, 2007 | 200,000 tested, 0.03% active | DTT-dependent redox cycling H2O2, phenol red/HRP absorbance; 100% = 100 µM peroxide control, 0% = buffer | activation, % at 10 µM;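 active = activation of at least 50% relative to the plate's high and low controls in the primary single-dose screen; inactive = activation below 50%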;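 also: compound incubated with DTT at 0.8 mM final as the reducing agent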
TLR4 MyD88 comp: inhibitors of TLR4-MyD88 association in cells, primary screen, cell-based, HeLa CL3-4, BLA complementation, FRET ratio; inhibition, % at 8.4 µM; 200,000 tested, 0.18% active; HeLa CL3-4 TLR4/MyD88 BLA complementation; Toll-like receptor 4 (Homo sapiens) + Myeloid differentiation primary response protein …; AID 861, 2007; in the data active = inhibition above about 25%;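 also: 0% = vehicle and 100% = reference inhibitor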
Target sequence (O00206 whole entry, looked up): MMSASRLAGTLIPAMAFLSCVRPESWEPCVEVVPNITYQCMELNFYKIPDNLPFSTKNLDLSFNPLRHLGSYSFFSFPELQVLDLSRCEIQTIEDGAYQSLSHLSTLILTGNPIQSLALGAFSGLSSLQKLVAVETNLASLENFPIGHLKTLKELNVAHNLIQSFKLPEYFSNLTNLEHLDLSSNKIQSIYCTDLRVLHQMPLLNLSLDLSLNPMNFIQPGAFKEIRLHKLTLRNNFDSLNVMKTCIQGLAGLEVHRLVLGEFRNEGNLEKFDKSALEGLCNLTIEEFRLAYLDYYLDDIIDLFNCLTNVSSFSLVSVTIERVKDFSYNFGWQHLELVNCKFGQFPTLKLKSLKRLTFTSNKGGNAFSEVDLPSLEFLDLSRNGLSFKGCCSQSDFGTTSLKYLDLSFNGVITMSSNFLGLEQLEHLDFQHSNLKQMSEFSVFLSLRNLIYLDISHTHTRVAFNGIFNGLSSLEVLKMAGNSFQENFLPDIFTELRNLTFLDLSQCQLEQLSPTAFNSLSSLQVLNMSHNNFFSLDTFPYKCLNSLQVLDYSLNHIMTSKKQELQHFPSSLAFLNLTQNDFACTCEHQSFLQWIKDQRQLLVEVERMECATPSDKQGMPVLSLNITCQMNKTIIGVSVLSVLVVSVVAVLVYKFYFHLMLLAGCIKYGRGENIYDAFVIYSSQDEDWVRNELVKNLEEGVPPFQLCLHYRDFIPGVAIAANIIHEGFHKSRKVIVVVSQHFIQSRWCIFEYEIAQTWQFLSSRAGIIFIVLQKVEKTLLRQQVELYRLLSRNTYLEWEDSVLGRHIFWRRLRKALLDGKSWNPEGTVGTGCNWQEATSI
Target sequence (Q99836 whole entry, looked up): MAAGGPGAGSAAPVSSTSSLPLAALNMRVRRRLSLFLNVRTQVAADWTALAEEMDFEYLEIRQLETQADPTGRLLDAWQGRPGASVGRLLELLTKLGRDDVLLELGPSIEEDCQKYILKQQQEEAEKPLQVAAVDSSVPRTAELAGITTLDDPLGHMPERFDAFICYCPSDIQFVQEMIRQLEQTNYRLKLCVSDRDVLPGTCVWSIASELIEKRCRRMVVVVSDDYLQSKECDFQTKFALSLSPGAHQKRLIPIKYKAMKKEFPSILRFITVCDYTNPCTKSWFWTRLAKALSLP
APP 5'UTR act: activators of APP 5'UTR luciferase reporter, primary screen, SH-SY5Y cells | AID 1276, 2008 | activation, % at 2 µM | 190,000 tested, 1% active | SH-SY5Y APP 5'UTR luciferase reporter, luminescence; zero percent = DMSO vehicle wells;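 active = activation above a set limit, based on mean plus 3 SD of controls, cut at about 140% in these data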; also: values of inactives mirror those of a sister screen read the other way
STAT3 act: IL-6 driven STAT3 reporter potentiators, primary screen, U3A cells, luciferase, luminescence, MLSCN library | IL-6 STAT3-luciferase reporter; 100% = signal with IL-6 EC80 alone | activation (% of control), % at 5.6 µM | 190,000 tested, 0.91% active | AID 871, 2007;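 active = activation above the screen-wide mean of compound activation plus 3 SD, cut at about 130% in these data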;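 also: 0% = background luminescence of wells with medium and substrate only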
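Material: human STAT1-deficient U3A cells with stable STAT3-luciferase reporter / Probe or stimulus: IL-6 stimulus at 33 ng/mL final / Schedule: 1 h compound pre-exposure, 6 h IL-6 stimulation, 37 °C / Technique: luminescence / Read-out basis: percent of IL-6-only median luminescence / Control set: IL-6-only high control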
* marks the source's active call; other numbers are inactive results.

What do the screens show for `CCN1/C(=C\C=C2\C(=O)N(c3ccccc3)C(=S)N2C)Sc2ccccc21`?
Hsp70 activator: -0.2; STAT1 inh: 8; NF-kB neuron act: 1.1; STAT3 inh: 19; STAT1 activator: 91; Efa HMGR inh: -1; DTT redox prof: -0.6; TLR4 MyD88 comp: -8; APP 5'UTR act: 0; STAT3 act: 88

What do the screens show for `Cc1ccc(NC(=O)C(C)NS(=O)(=O)c2ccc(F)cc2)cc1C` (stereo not drawn)?
Hsp70 activator: 0.1; STAT1 inh: -7; NF-kB neuron act: 1.1; STAT3 inh: 16; STAT1 activator: 105; Efa HMGR inh: 2; DTT redox prof: -0.8; TLR4 MyD88 comp: -9; APP 5'UTR act: 10; STAT3 act: 92

What do the screens show for `CC(=O)c1cc(C#N)c(N2CC(C)OC(C)C2)nc1C` (stereo not drawn)?
Hsp70 activator: -0.4; STAT1 inh: -2; NF-kB neuron act: 1.1; STAT3 inh: 0; STAT1 activator: 99; Efa HMGR inh: 0; DTT redox prof: 0.1; TLR4 MyD88 comp: 3; APP 5'UTR act: -4; STAT3 act: 104

How did CCC1=NC(c2ccccc2OC)N(O)C1(C)C (stereo not drawn) do in these assays?
Hsp70 activator: -0.5; STAT1 inh: 4; NF-kB neuron act: 1.2; STAT3 inh: 7; STAT1 activator: 96; Efa HMGR inh: 0; DTT redox prof: 0.6; TLR4 MyD88 comp: -6; APP 5'UTR act: 3; STAT3 act: 101

What do the screens show for `CCn1c(SCC(=O)Nc2nc(C)c(C)s2)nnc1-c1cccs1`?
Hsp70 activator: -0.1; STAT1 inh: -1; NF-kB neuron act: 1.1; STAT3 inh: 8; STAT1 activator: 101; Efa HMGR inh: -8; DTT redox prof: -3.3; TLR4 MyD88 comp: 5; APP 5'UTR act: 7; STAT3 act: 97

How did COc1ccc(C(=O)Nc2cc(OCc3ccccc3)c(Cl)cc2Cl)cc1 do in these assays?
Hsp70 activator: -0.2; STAT1 inh: -2; NF-kB neuron act: 1; STAT3 inh: 23; STAT1 activator: 99; Efa HMGR inh: 2; DTT redox prof: -0.9; TLR4 MyD88 comp: -9; APP 5'UTR act: 8; STAT3 act: 87

What do the screens show for `COc1ccc(/C=C2\CCC/C(=C\C=N\N(C)C)C2=O)cc1`?
Hsp70 activator: 0.1; STAT1 inh: 16; NF-kB neuron act: 1.4; STAT3 inh: 16; STAT1 activator: 84; Efa HMGR inh: 1; DTT redox prof: -1.2; TLR4 MyD88 comp: -12; APP 5'UTR act: 16; STAT3 act: 94

Results for CCC1=Nc2ccc(Br)cc2C(c2ccccc2)N1CC(=O)OC (stereo not drawn) ?
Hsp70 activator: 0.1; STAT1 inh: -1; NF-kB neuron act: 0.86; STAT3 inh: -33; STAT1 activator: 101; Efa HMGR inh: 2; DTT redox prof: -3.8; TLR4 MyD88 comp: 8; APP 5'UTR act: 16; STAT3 act: 131

Results for CC(C)OC(=O)NS(=O)(=O)c1cccc([N+](=O)[O-])c1 ?
Hsp70 activator: -0.1; STAT1 inh: 0; NF-kB neuron act: 1.1; STAT3 inh: 14; STAT1 activator: 100; Efa HMGR inh: 0; DTT redox prof: -1.6; TLR4 MyD88 comp: 9; APP 5'UTR act: 0; STAT3 act: 92

How did O=C(CS(=O)Cc1ccccc1Cl)Nc1ccccc1Cl (stereo not drawn) do in these assays?
Hsp70 activator: -0.1; STAT1 inh: 1; NF-kB neuron act: 1.1; STAT3 inh: 7; STAT1 activator: 99; Efa HMGR inh: 3; DTT redox prof: 0.1; TLR4 MyD88 comp: -13; APP 5'UTR act: -8; STAT3 act: 102

Results for CCOC(=O)c1cnc2nc(C(F)(F)F)[nH]n2c1=O ?
Hsp70 activator: 0.1; STAT1 inh: -3; NF-kB neuron act: 1.1; STAT3 inh: 12; STAT1 activator: 103; Efa HMGR inh: 0; DTT redox prof: -0.1; TLR4 MyD88 comp: 12; APP 5'UTR act: 8; STAT3 act: 96

What do the screens show for `CC(=O)Nc1ccccc1C(=O)N1CC2(C)CC1CC(C)(C)C2` (stereo not drawn)?
Hsp70 activator: -0.5; STAT1 inh: 8; NF-kB neuron act: 1.2; STAT3 inh: 2; STAT1 activator: 93; Efa HMGR inh: -1; DTT redox prof: -0.7; TLR4 MyD88 comp: -5; APP 5'UTR act: -15; STAT3 act: 101

Results for Cn1nccc1C(=O)N1CCN(c2ccc(F)cc2)CC1 ?
Hsp70 activator: -0.1; STAT1 inh: 0; NF-kB neuron act: 1.1; STAT3 inh: 2; STAT1 activator: 100; Efa HMGR inh: -10; DTT redox prof: 0.2; TLR4 MyD88 comp: -2; APP 5'UTR act: -1; STAT3 act: 101

What do the screens show for `COc1ccc(CCNC(=O)c2ccc(=O)[nH]c2)cc1`?
Hsp70 activator: -0.2; STAT1 inh: 5; NF-kB neuron act: 1.1; STAT3 inh: -4; STAT1 activator: 95; Efa HMGR inh: -3; DTT redox prof: -0.8; TLR4 MyD88 comp: 4; APP 5'UTR act: 0; STAT3 act: 105

Results for O=C(NCC(=O)N(c1cccnc1)C(C(=O)NC1CCCC1)c1ccco1)c1cccs1 (stereo not drawn) ?
Hsp70 activator: 0.0; STAT1 inh: -4; NF-kB neuron act: 1.2; STAT3 inh: 5; STAT1 activator: 103; Efa HMGR inh: 0; DTT redox prof: 0.6; TLR4 MyD88 comp: 9; APP 5'UTR act: -5; STAT3 act: 102

How did CC(C)(C)C1CCc2c(sc(NC(=O)c3ccncc3)c2C(N)=O)C1 (stereo not drawn) do in these assays?
Hsp70 activator: 0.1; STAT1 inh: -32; NF-kB neuron act: 0.88; STAT3 inh: -2; STAT1 activator: 128; Efa HMGR inh: 1; DTT redox prof: 0.5; TLR4 MyD88 comp: -12; APP 5'UTR act: 41; STAT3 act: 104

How did COc1ccccc1NC(=S)NC(=O)C(C)(C)C do in these assays?
Hsp70 activator: -0.3; STAT1 inh: 1; NF-kB neuron act: 1.3; STAT3 inh: -23; STAT1 activator: 99; Efa HMGR inh: -4; DTT redox prof: -3.6; TLR4 MyD88 comp: 2; APP 5'UTR act: 1; STAT3 act: 126

What do the screens show for `O=S(=O)(NCc1cn2ccsc2n1)c1ccc(Oc2ccccc2)cc1`?
Hsp70 activator: -0.1; STAT1 inh: 23; NF-kB neuron act: 0.77; STAT3 inh: 62*; STAT1 activator: 79; Efa HMGR inh: -2; DTT redox prof: 2.7; TLR4 MyD88 comp: 3; APP 5'UTR act: 9; STAT3 act: 52

What do the screens show for `Cc1onc(-c2c(Cl)cccc2Cl)c1C(=O)N1CCCc2ccccc21`?
Hsp70 activator: -0.3; STAT1 inh: 3; NF-kB neuron act: 0.59; STAT3 inh: 2; STAT1 activator: 97; Efa HMGR inh: 1; DTT redox prof: -0.1; TLR4 MyD88 comp: -8; APP 5'UTR act: -6; STAT3 act: 104

What do the screens show for `CCC(C)(C)NCC(=O)Nc1ccc(OC(F)(F)F)cc1`?
Hsp70 activator: -0.3; STAT1 inh: -3; NF-kB neuron act: 1.2; STAT3 inh: -1; STAT1 activator: 103; Efa HMGR inh: -5; DTT redox prof: -1.5; TLR4 MyD88 comp: 15; APP 5'UTR act: -12; STAT3 act: 106

The closing two records of the section before open the next one:
What do the screens show for `Cc1onc(-c2c(Cl)cccc2Cl)c1C(=O)N1CCCc2ccccc21`?
Hsp70 activator: -0.3; STAT1 inh: 3; NF-kB neuron act: 0.59; STAT3 inh: 2; STAT1 activator: 97; Efa HMGR inh: 1; DTT redox prof: -0.1; TLR4 MyD88 comp: -8; APP 5'UTR act: -6; STAT3 act: 104

What do the screens show for `CCC(C)(C)NCC(=O)Nc1ccc(OC(F)(F)F)cc1`?
Hsp70 activator: -0.3; STAT1 inh: -3; NF-kB neuron act: 1.2; STAT3 inh: -1; STAT1 activator: 103; Efa HMGR inh: -5; DTT redox prof: -1.5; TLR4 MyD88 comp: 15; APP 5'UTR act: -12; STAT3 act: 106

What do the screens show for `O=C(c1cccc(F)c1)N1CCN(c2cc(N3CCCCC3)c(F)cc2[N+](=O)[O-])CC1`?
Hsp70 activator: -0.2; STAT1 inh: -3; NF-kB neuron act: 0.75; STAT3 inh: 11; STAT1 activator: 102; Efa HMGR inh: 0; DTT redox prof: 2.0; TLR4 MyD88 comp: 7; APP 5'UTR act: 20; STAT3 act: 98

Results for CCOC(=O)C(Cc1ccc(Cl)cc1Cl)c1ccno1 (stereo not drawn) ?
Hsp70 activator: 0.2; STAT1 inh: 8; NF-kB neuron act: 1.1; STAT3 inh: 7; STAT1 activator: 91; Efa HMGR inh: -2; DTT redox prof: -0.9; TLR4 MyD88 comp: -4; APP 5'UTR act: 7; STAT3 act: 103

What do the screens show for `CCc1ccc(/C=C2\SC(N3CCOCC3)=NC2=O)cc1`?
Hsp70 activator: -0.1; STAT1 inh: -2; NF-kB neuron act: 1.4; STAT3 inh: 20; STAT1 activator: 103; Efa HMGR inh: -1; DTT redox prof: -1.1; TLR4 MyD88 comp: -5; APP 5'UTR act: 7; STAT3 act: 84

What do the screens show for `CCSC1=NCCN1C(=O)Cc1ccc(-c2ccccc2)cc1`?
Hsp70 activator: 0.5; STAT1 inh: -3; NF-kB neuron act: 1.6; STAT3 inh: 24; STAT1 activator: 102; Efa HMGR inh: -2; DTT redox prof: -2.3; TLR4 MyD88 comp: -5; APP 5'UTR act: 5; STAT3 act: 84

Results for COC(=O)C(C)(C)ONC(=O)Nc1ccc(C)cc1 ?
Hsp70 activator: -0.4; STAT1 inh: -14; NF-kB neuron act: 1.4; STAT3 inh: -10; STAT1 activator: 112; Efa HMGR inh: -4; DTT redox prof: 0.5; TLR4 MyD88 comp: -7; APP 5'UTR act: 2; STAT3 act: 111

Results for Cc1nnn(C23CC4CC(CC(CC(=O)Nc5ccc(C)c(Cl)c5)(C4)C2)C3)n1 ?
Hsp70 activator: -0.3; STAT1 inh: -5; NF-kB neuron act: 1.9; STAT3 inh: -9; STAT1 activator: 104; Efa HMGR inh: 4; DTT redox prof: 0.0; TLR4 MyD88 comp: -17; APP 5'UTR act: -5; STAT3 act: 106

Results for Cc1cc(C)c2c(=O)[nH]n(C(C)C)c2n1 ?
Hsp70 activator: 0.2; STAT1 inh: -9; NF-kB neuron act: 1; STAT3 inh: 7; STAT1 activator: 107; Efa HMGR inh: 0; DTT redox prof: 0.0; TLR4 MyD88 comp: -2; APP 5'UTR act: -3; STAT3 act: 100

Results for CCOC(=O)N/N=C/c1cn(CCCOc2ccc(C)cc2)c2ccccc12 ?
Hsp70 activator: -0.2; STAT1 inh: -15; NF-kB neuron act: 1.2; STAT3 inh: 11; STAT1 activator: 113; Efa HMGR inh: 0; DTT redox prof: 1.7; TLR4 MyD88 comp: -9; APP 5'UTR act: 26; STAT3 act: 93
